Bioassay records from PubChem.
MBD2 DNA inh: blocks human MBD2 binding to methylated DNA; Q9UBB5; TR-FRET, MBD2 binding to methylated oligonucleotide; inhibition, % at 4.4 µM; 370,000 tested, 0.31% active; in the data active means inhibition above about 13%
TCR-CD3 inh: human TCR-CD3 binding inhibition | TAMRA-labeled TCR probe fluorescence, biochemical | inhibition, % at 9.4 µM | 360,000 tested, 0.37% active | AID 651800; in the data active means inhibition above about 19%;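 further: recombinant mutant TCR 2C K166C tagged with TAMRA read by polarization; 0% = receptor in buffer alone and 100% = receptor with positive control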
mABHD4 FP: inhibits mouse alpha/beta hydrolase domain 4 | Q8VD66 | purified mABHD4, FP-Rh probe fluorescence polarization | inhibition, % at 8.92 µM | 370,000 tested, 0.54% active;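 active means inhibition exceeding the mean over every tested compound plus 3 SD, cut at about 30% in these data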;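 further: 0% = plate median of compound wells and 100% = S159A mutant with DMSO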
Target sequence (Q8VD66 whole entry, looked up, the tested form may be a part): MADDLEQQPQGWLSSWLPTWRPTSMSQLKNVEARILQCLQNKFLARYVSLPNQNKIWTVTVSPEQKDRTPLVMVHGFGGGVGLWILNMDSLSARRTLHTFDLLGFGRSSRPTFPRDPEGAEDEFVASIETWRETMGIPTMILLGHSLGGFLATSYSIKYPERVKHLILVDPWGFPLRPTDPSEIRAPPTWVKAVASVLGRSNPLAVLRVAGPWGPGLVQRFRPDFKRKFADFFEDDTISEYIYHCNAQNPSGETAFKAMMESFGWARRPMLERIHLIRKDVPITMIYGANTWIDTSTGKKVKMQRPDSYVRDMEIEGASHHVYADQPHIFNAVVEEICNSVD
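Doses – 8.92 µM, single dose · Material – wild-type mouse ABHD4 protein · Replication – single well per compound (singlicate) · Measure – percent inhibition of probe binding, normalized to plate controls · Schedule – 45 min compound pre-incubation plus 60 min probe step, 25 °C · Detection – fluorescence polarization with parallel and perpendicular emission, 525/598 nm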
PRMT1 FP inh: blocks human protein arginine methyltransferase 1 | 370,000 tested, 1.3% active | inhibition, % at 2.79 µM | AID 652257 | Q99873 | recombinant PRMT1, activity-based probe fluorescence polarization;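 active means inhibition above about 21% made by adding two undisclosed values, limit read from the data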
LEDGF integ inh: blocks HIV-1 LEDGF/p75-dependent DNA integration. TR-FRET IN-LEDGF/p75 DNA integration, Eu/Cy5. inhibition, % at 3.7 µM. 370,000 tested, 0.64% active;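 active means inhibition above the screen-wide mean plus 3 SD, cut at about 13% in these data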;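 further: signal is the Cy5 over europium emission ratio at 671 and 618 nm; 0% = plate median of compound wells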
GC-B act: GC-B (human) receptor activation | P20594 | HEK293-GC-B cells, CNP EC30, cGMP TR-FRET; 0% at EC30 CNP, 100% saturating CNP | activation, % at 10 µM | 370,000 tested, 0.11% active | AID 1920062;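 active means activation at 10 µM reaching about 35% in either raw or pattern-adjusted values, limit read from the data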
rCAG binder: r(CAG) repeat RNA binding; TO-PRO-1 dye displacement fluorescence; inhibition, % at 3 µM; 370,000 tested, 1.3% active; AID 651821;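 active means inhibition above the plate cutoff, the mean of all test compounds on that plate plus 3 SD, cut at about 35% in these data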;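 further: 0% = DMSO alone and 100% = 100 µM mitoxantrone as full dye displacement; higher means more dye released from RNA so lower well fluorescence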
TDP2 absorb: blocks human TDP2 phosphodiesterase activity; recombinant TDP2, T5PNP hydrolysis, p-nitrophenol absorbance 415 nm; inhibition, % at 12.8 µM; AID 720702; 370,000 tested, 0.34% active;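 active means inhibition above the mean of all tested compounds plus 3 SD, set per campaign, cut at about 25% in these data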;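 further: 0% = DMSO with enzyme and 100% = buffer with substrate but no TDP2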
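System – recombinant human TDP2 · Quantity – TDP2 enzyme at 120 nM final · Doses – single concentration, 12.8 µM nominal, with 1% DMSO · Incubation – 2 h at 37 °C · Measured by – epi absorbance of p-nitrophenol freed from T5PNP by hydrolysis · Read-out – % inhibition relative to enzyme-containing and enzyme-free wells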
HTRA1 inhibitor: inhibitors of human serine peptidase HTRA1; Q92743; recombinant HTRA1, FP-rhodamine activity-based probe, fluorescence polarization; inhibition, % at 5.96 µM; 340,000 tested, 0.5% active; AID 504803; in the data active means inhibition above about 36%;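 further: 0% = enzyme with DMSO and 100% = wells lacking enzyme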
Target sequence (Q92743 whole entry, looked up): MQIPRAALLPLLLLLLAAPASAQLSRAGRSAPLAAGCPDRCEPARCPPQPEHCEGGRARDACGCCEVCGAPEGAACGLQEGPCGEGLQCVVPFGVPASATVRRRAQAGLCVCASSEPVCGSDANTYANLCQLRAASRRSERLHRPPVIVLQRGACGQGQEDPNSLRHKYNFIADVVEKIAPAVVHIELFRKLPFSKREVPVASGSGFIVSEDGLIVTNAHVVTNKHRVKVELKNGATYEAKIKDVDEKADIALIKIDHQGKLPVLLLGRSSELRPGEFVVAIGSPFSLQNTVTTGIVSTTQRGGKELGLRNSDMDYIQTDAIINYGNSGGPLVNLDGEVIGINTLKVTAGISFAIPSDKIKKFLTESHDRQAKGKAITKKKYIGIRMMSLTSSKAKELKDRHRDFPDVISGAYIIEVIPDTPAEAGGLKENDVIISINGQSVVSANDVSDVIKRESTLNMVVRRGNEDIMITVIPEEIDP
SIAE primary: inhibitors of human sialic acid acetylesterase SIAE; SIAE FP-Rh probe binding, fluorescence polarization; AID 1053197; Q9HAT2; inhibition, % at 9.66 µM; 370,000 tested, 0.69% active;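 active means inhibition above a cutoff: mean of compounds within the control limits plus 3 SD of those, cut at about 17% in these data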;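 further: 0% = plate median of compound wells and 100% = probe without SIAE protein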
* marks the source's active call; other numbers are inactive results. Not all compounds are listed; rates above refer to the full screens.

How did Nc1[nH]c(C(=O)c2ccccc2)c(-c2ccc(F)cc2)c1C(=O)c1c[nH]c2ccccc12 do in these assays?
MBD2 DNA inh: -4; TCR-CD3 inh: 0; mABHD4 FP: -5; PRMT1 FP inh: 0; LEDGF integ inh: -3; GC-B act: -6; rCAG binder: 13; TDP2 absorb: -4; SIAE primary: -5

How did O=C1CCCN1c1cc(Cl)cc(Cl)c1 do in these assays?
MBD2 DNA inh: -1; TCR-CD3 inh: 6; mABHD4 FP: 6; PRMT1 FP inh: -2; LEDGF integ inh: 0; GC-B act: -2; rCAG binder: 3; TDP2 absorb: -8; HTRA1 inhibitor: -2; SIAE primary: 7

How did CCOc1ccc2nc(SCC(=O)N3CCCCCC3)c(C#N)cc2c1 do in these assays?
MBD2 DNA inh: -4; TCR-CD3 inh: -1; mABHD4 FP: -1; PRMT1 FP inh: 0; LEDGF integ inh: -2; GC-B act: -10; rCAG binder: 1; TDP2 absorb: -10; HTRA1 inhibitor: -1; SIAE primary: 0

What do the screens show for `CC1CCN(C(=O)c2ccccc2SCC(=O)NCC2CCCCC2)CC1`?
MBD2 DNA inh: 5; TCR-CD3 inh: 4; mABHD4 FP: 4; PRMT1 FP inh: 12; LEDGF integ inh: -1; GC-B act: -3; rCAG binder: -9; TDP2 absorb: -3; HTRA1 inhibitor: 0; SIAE primary: 1

Results for C=CCOc1c(Br)cc(CNc2ccc(NC(=O)CCC)cc2)cc1OCC ?
MBD2 DNA inh: -3; TCR-CD3 inh: 0; mABHD4 FP: 3; PRMT1 FP inh: 3; LEDGF integ inh: -2; GC-B act: -3; rCAG binder: -1; TDP2 absorb: 10; HTRA1 inhibitor: 3; SIAE primary: 7

How did Cc1ccc(C(C)C)c(OCc2nnc3n2CCCCC3)c1 do in these assays?
MBD2 DNA inh: 4; TCR-CD3 inh: -2; mABHD4 FP: 6; PRMT1 FP inh: -1; LEDGF integ inh: 0; GC-B act: 2; rCAG binder: -7; TDP2 absorb: 6; HTRA1 inhibitor: -1; SIAE primary: 3

What do the screens show for `O=C(CSc1nc2ncc(Cl)cc2[nH]1)NCC(=O)Nc1ccc(F)c(F)c1F`?
MBD2 DNA inh: 4; TCR-CD3 inh: 5; mABHD4 FP: -3; PRMT1 FP inh: -2; LEDGF integ inh: 0; GC-B act: -1; rCAG binder: 1; TDP2 absorb: 12; HTRA1 inhibitor: -2; SIAE primary: 1

What do the screens show for `O=C(NC1CCCCC1)C(c1ccc2ncccc2c1)N(Cc1ccc(F)cc1)C(=O)c1cccs1` (centres undefined)?
MBD2 DNA inh: -6; TCR-CD3 inh: 2; mABHD4 FP: -1; PRMT1 FP inh: -5; LEDGF integ inh: 0; GC-B act: -3; rCAG binder: -3; TDP2 absorb: 2; HTRA1 inhibitor: -16; SIAE primary: 0

How did Cc1ccc2nc(Nc3ccc(Cl)cc3)c3nncn3c2c1 do in these assays?
MBD2 DNA inh: 6; TCR-CD3 inh: -8; mABHD4 FP: -3; PRMT1 FP inh: 1; LEDGF integ inh: 0; GC-B act: -4; rCAG binder: 9; TDP2 absorb: -5; HTRA1 inhibitor: -19; SIAE primary: -14

What do the screens show for `CCn1c(SC(C)C)nnc1C1CCN(S(=O)(=O)c2ccc(OC)cc2)CC1`?
MBD2 DNA inh: 2; TCR-CD3 inh: 5; mABHD4 FP: -6; PRMT1 FP inh: 2; LEDGF integ inh: 3; GC-B act: -4; rCAG binder: -8; TDP2 absorb: -2; HTRA1 inhibitor: 5; SIAE primary: -4

What do the screens show for `COc1ccc(Br)cc1C(=O)N/N=C/c1ccc2c(c1)n(C)c(=O)n2C`?
MBD2 DNA inh: -6; TCR-CD3 inh: 4; mABHD4 FP: -1; PRMT1 FP inh: 2; LEDGF integ inh: 2; GC-B act: -1; rCAG binder: 0; TDP2 absorb: -5; HTRA1 inhibitor: -5; SIAE primary: -4

How did CCOC(=O)Cn1nc(/C=C/c2ccc(C)cc2)ccc1=O do in these assays?
MBD2 DNA inh: -4; TCR-CD3 inh: 2; mABHD4 FP: -2; PRMT1 FP inh: -1; LEDGF integ inh: 1; GC-B act: 2; rCAG binder: -3; TDP2 absorb: -1; HTRA1 inhibitor: -6; SIAE primary: 2

What do the screens show for `CC(NC(=O)COC(=O)c1ccc(Br)o1)c1ccccc1` (centres undefined)?
MBD2 DNA inh: -6; TCR-CD3 inh: -9; mABHD4 FP: 8; PRMT1 FP inh: 2; LEDGF integ inh: -1; GC-B act: -4; rCAG binder: -3; TDP2 absorb: 6; HTRA1 inhibitor: -2; SIAE primary: 8

Results for Cc1noc(C)c1COC(=O)CCCOc1ccc(Cl)cc1Cl ?
MBD2 DNA inh: -3; TCR-CD3 inh: 3; mABHD4 FP: -10; PRMT1 FP inh: -2; LEDGF integ inh: 0; GC-B act: -5; rCAG binder: -8; TDP2 absorb: 7; HTRA1 inhibitor: -6; SIAE primary: 1

What do the screens show for `CCn1c(SCC(=O)Nc2ccc(C(=O)OC)cc2)nnc1-c1cccc(Cl)c1`?
MBD2 DNA inh: 0; mABHD4 FP: -1; PRMT1 FP inh: -2; LEDGF integ inh: 2; GC-B act: -9; rCAG binder: 0; TDP2 absorb: 6; SIAE primary: -4

What do the screens show for `Cc1nc(C)c(C(=O)C2=C(O)C(=O)N(CCN(C)C)C2c2ccco2)s1` (centres undefined)?
MBD2 DNA inh: 4; TCR-CD3 inh: -5; mABHD4 FP: 1; PRMT1 FP inh: 0; LEDGF integ inh: -4; GC-B act: 2; rCAG binder: -1; TDP2 absorb: 1; HTRA1 inhibitor: 5; SIAE primary: 1

What do the screens show for `CCOc1ccc(NC(=O)COC(=O)c2cc(C)oc2C)cc1`?
MBD2 DNA inh: -3; TCR-CD3 inh: -1; mABHD4 FP: 3; PRMT1 FP inh: -3; LEDGF integ inh: 1; GC-B act: 3; rCAG binder: 2; TDP2 absorb: 2; HTRA1 inhibitor: -3; SIAE primary: 7

What do the screens show for `CCCCC[C@H](O)/C=C/C1C(=O)C=C[C@H]1C/C=C\CCCC(=O)OC` (some centres undefined)?
MBD2 DNA inh: -5; TCR-CD3 inh: -2; mABHD4 FP: 0; PRMT1 FP inh: -1; LEDGF integ inh: 7; GC-B act: -18; rCAG binder: 3; TDP2 absorb: -14; HTRA1 inhibitor: -15; SIAE primary: -4

What do the screens show for `CCN(CC)C(=O)COc1ccc(-c2nnc(N3CCCCC3)c3ccccc23)cc1`?
MBD2 DNA inh: 1; TCR-CD3 inh: 1; mABHD4 FP: -3; PRMT1 FP inh: -1; LEDGF integ inh: 1; GC-B act: -4; rCAG binder: -8; TDP2 absorb: -3; HTRA1 inhibitor: 1; SIAE primary: -1

How did COc1cccc(/C=N/N2CCN(c3ccccc3OC)CC2)c1 do in these assays?
MBD2 DNA inh: 4; TCR-CD3 inh: 6; mABHD4 FP: 4; PRMT1 FP inh: -3; LEDGF integ inh: 3; GC-B act: -3; rCAG binder: -5; TDP2 absorb: -5; HTRA1 inhibitor: -4; SIAE primary: 4

How did Cc1[nH]c2ccccc2c1C(c1ccncc1)N1CCCCC1 (centres undefined) do in these assays?
MBD2 DNA inh: -4; TCR-CD3 inh: 0; mABHD4 FP: -7; PRMT1 FP inh: -6; LEDGF integ inh: 6; GC-B act: -4; rCAG binder: -3; TDP2 absorb: -10; HTRA1 inhibitor: -8; SIAE primary: -3

What do the screens show for `COc1cc2c(c(OC)c1OC)-c1ccc(SC)c(=O)cc1C(NC(=O)C(F)(F)F)CC2` (centres undefined)?
MBD2 DNA inh: 3; TCR-CD3 inh: 0; mABHD4 FP: 2; PRMT1 FP inh: 0; LEDGF integ inh: -5; GC-B act: -6; rCAG binder: 2; TDP2 absorb: 5; HTRA1 inhibitor: -1; SIAE primary: 2

What do the screens show for `COc1ccc(S(=O)(=O)Nc2cc(C)on2)cc1`?
MBD2 DNA inh: 8; TCR-CD3 inh: -12; mABHD4 FP: -11; PRMT1 FP inh: 8; LEDGF integ inh: -1; GC-B act: 0; rCAG binder: -1; TDP2 absorb: -9; HTRA1 inhibitor: 4; SIAE primary: -5

What do the screens show for `Cc1cccc(Oc2ncnc3onc(C)c23)c1`?
MBD2 DNA inh: -1; TCR-CD3 inh: -5; mABHD4 FP: 0; PRMT1 FP inh: 0; LEDGF integ inh: -3; GC-B act: 9; rCAG binder: -4; TDP2 absorb: 4; HTRA1 inhibitor: -6; SIAE primary: 2

How did Cc1cccc(C)c1NC(=O)CCS(=O)(=O)c1ccc(Br)cc1 do in these assays?
MBD2 DNA inh: -3; TCR-CD3 inh: 5; mABHD4 FP: 3; PRMT1 FP inh: 1; LEDGF integ inh: -5; GC-B act: -4; rCAG binder: 19; TDP2 absorb: -14; HTRA1 inhibitor: 8; SIAE primary: 13

Results for Cc1cc(C(=O)CSc2ncccn2)c(C)n1Cc1ccco1 ?
MBD2 DNA inh: 7; TCR-CD3 inh: -4; mABHD4 FP: -7; PRMT1 FP inh: 6; LEDGF integ inh: 1; GC-B act: 4; rCAG binder: -5; TDP2 absorb: -4; HTRA1 inhibitor: -2; SIAE primary: -6

How did O=C(Cc1n[nH]c(=O)c2ccccc12)Nc1cc(C(F)(F)F)ccc1-n1cncn1 do in these assays?
MBD2 DNA inh: -5; TCR-CD3 inh: 8; mABHD4 FP: -2; PRMT1 FP inh: -3; LEDGF integ inh: 5; GC-B act: -2; rCAG binder: -1; TDP2 absorb: 5; HTRA1 inhibitor: -3; SIAE primary: 3

Results for CC1C(=O)N2CCCc3cc(NC(=O)c4ccccc4F)cc1c32 (centres undefined) ?
MBD2 DNA inh: 3; TCR-CD3 inh: 4; mABHD4 FP: 4; PRMT1 FP inh: 0; LEDGF integ inh: 0; GC-B act: 1; rCAG binder: 7; TDP2 absorb: 0; HTRA1 inhibitor: -3; SIAE primary: 0

How did Clc1ccc(/C=N/c2c(-c3ccc(Cl)cc3)nc3n2CCS3)cc1 do in these assays?
MBD2 DNA inh: 3; TCR-CD3 inh: 6; mABHD4 FP: 0; PRMT1 FP inh: 12; LEDGF integ inh: 3; GC-B act: -13; rCAG binder: 8; TDP2 absorb: -12; HTRA1 inhibitor: 15; SIAE primary: 2

Results for CCCc1ccc(OCc2nc(-c3ccc(NC(=O)c4cccs4)cc3)no2)cc1 ?
MBD2 DNA inh: 3; TCR-CD3 inh: 5; mABHD4 FP: -5; PRMT1 FP inh: 1; LEDGF integ inh: 6; GC-B act: 4; rCAG binder: 2; TDP2 absorb: 9; HTRA1 inhibitor: -9; SIAE primary: -5

Results for O=[N+]([O-])c1ccccc1Oc1ccccc1Cl ?
MBD2 DNA inh: -5; TCR-CD3 inh: -9; mABHD4 FP: -13; PRMT1 FP inh: -2; LEDGF integ inh: 0; GC-B act: 8; rCAG binder: 1; TDP2 absorb: -14; HTRA1 inhibitor: -3; SIAE primary: -3

Results for Cc1ccnc(NC(c2ccncc2)c2c(C)[nH]c3ccccc23)c1 (centres undefined) ?
MBD2 DNA inh: -4; TCR-CD3 inh: -1; mABHD4 FP: 3; PRMT1 FP inh: 0; LEDGF integ inh: -1; GC-B act: 1; rCAG binder: 0; TDP2 absorb: 2; HTRA1 inhibitor: 2; SIAE primary: 6
